Screening results as filed in PubChem.
SIAE inh: blocks human sialic acid acetylesterase. SIAE FP-Rh probe binding, fluorescence polarization. inhibition, % at 9.66 µM. 370,000 compounds, 0.69% hits;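 active = inhibition above a cutoff: mean of compounds within the control limits plus 3 SD of those, cut at about 17% in these data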;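 note: 0% = plate median of compound wells and 100% = probe without SIAE protein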
TCR CD3 inh: inhibitors of human TCR-CD3 interaction. TAMRA-labeled TCR probe fluorescence, biochemical. inhibition, % at 9.4 µM. 360,000 compounds, 0.37% hits; in the data active = inhibition above about 19%;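 note: recombinant mutant TCR 2C K166C tagged with TAMRA read by polarization; 0% = receptor in buffer alone and 100% = receptor with positive control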
PG9 Ab binder: binds the HIV-1 gp120 antibody PG9; TR-FRET gp120-PG9 antibody binding; inhibition, % at 6.7 µM; 360,000 compounds, 0.43% hits; in the data active = inhibition above about 8.5%
DDE Tn7 FP inh: DD(E)-Tn7 binding inhibition, primary FP screen. inhibition, % at 8.3 µM. FP displacement of FITC-Tn7 peptide from fibrin DD(E); 0% = median of compound wells per plate. AID 720508. 370,000 compounds, 0.13% hits;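 active = inhibition above the mean of compounds falling within the control limits plus 3 SD of them, cut at about 14% in these data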;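 note: 0% = plate median of compound wells and 100% = 10 µM Aha-Tn7 peptide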
Target sequence (P02675 whole entry, looked up): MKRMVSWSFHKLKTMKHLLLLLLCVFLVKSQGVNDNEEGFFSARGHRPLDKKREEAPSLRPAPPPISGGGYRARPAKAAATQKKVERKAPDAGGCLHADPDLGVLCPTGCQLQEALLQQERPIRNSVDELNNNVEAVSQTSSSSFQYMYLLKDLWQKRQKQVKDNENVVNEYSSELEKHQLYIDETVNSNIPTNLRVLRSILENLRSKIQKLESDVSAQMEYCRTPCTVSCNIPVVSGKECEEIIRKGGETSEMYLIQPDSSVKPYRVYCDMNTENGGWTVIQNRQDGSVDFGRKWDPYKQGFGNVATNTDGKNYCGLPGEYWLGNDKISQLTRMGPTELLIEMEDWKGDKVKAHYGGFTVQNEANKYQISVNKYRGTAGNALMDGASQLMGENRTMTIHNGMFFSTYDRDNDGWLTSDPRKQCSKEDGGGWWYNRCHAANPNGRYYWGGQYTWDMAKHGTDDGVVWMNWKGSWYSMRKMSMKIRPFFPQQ
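Test system: human clot-derived fibrin DD(E) complex / Quantity: 2 µM final DD(E) protein / Incubation: 10 min plus 3 h, room temperature / Measured by: fluorescence polarization / Benchmarks: high control of 10 µM Aha-Tn7 peptide / Replicates: singlicate testing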
LEDGF integ inh: blocks HIV-1 LEDGF/p75-dependent DNA integration | 370,000 compounds, 0.64% hits | inhibition, % at 3.7 µM | TR-FRET IN-LEDGF/p75 DNA integration, Eu/Cy5;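 active = inhibition above the screen-wide mean plus 3 SD, cut at about 13% in these data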;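 note: signal is the Cy5 over europium emission ratio at 671 and 618 nm; 0% = plate median of compound wells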
PRMT1 FP inh: inhibitors of human PRMT1; Q99873; recombinant PRMT1, activity-based probe fluorescence polarization; inhibition, % at 2.79 µM; 370,000 compounds, 1.3% hits; AID 652257;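 active = inhibition above about 21% made by adding two undisclosed values, limit read from the data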
TDP2 absorb: TDP2 (human) inhibition, absorbance primary screen; 370,000 compounds, 0.34% hits; recombinant TDP2, T5PNP hydrolysis, p-nitrophenol absorbance 415 nm; inhibition, % at 12.8 µM; AID 720702; O95551;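 active = inhibition above the mean of all tested compounds plus 3 SD, set per campaign, cut at about 25% in these data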;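 note: 0% = DMSO with enzyme and 100% = buffer with substrate but no TDP2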
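Material: recombinant human TDP2; quantity: TDP2 enzyme at 120 nM final; medium: Tris-HCl pH 7.5 with MgCl2; compound: single concentration, 12.8 µM nominal, with 1% DMSO; incubation: 2 h enzyme incubation at 37 °C; signal: epi absorbance; measure: percent inhibition; benchmarks: high control without enzyme, low control DMSO plus TDP2; repeats: singlicate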
ABHD4 inh: ABHD4 (mouse) inhibition, primary FP screen; Q8VD66; purified mABHD4, FP-Rh probe fluorescence polarization; inhibition, % at 8.92 µM; 370,000 compounds, 0.54% hits; AID 720543;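 active = inhibition exceeding the mean over every tested compound plus 3 SD, cut at about 30% in these data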;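 note: 0% = plate median of compound wells and 100% = S159A mutant with DMSO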
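Test system: mABHD4 protein | Buffer or medium: HEPES pH 7.0 buffer, 150 mM NaCl, 0.01% Pluronic F-127 | Probe or stimulus: FP-Rh fluorescent activity-based probe, added after compound pre-incubation | Timing: Pre-incubation 45 min, probe exposure 60 min, at 25 °C | Technique: Fluorescence polarization, excitation 525 nm, emission 598 nm, BODIPY TMR filters | Repeats: Single well per compound (singlicate)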
HTRA1 inh: inhibitors of human serine peptidase HTRA1. Q92743. recombinant HTRA1, FP-rhodamine activity-based probe, fluorescence polarization. inhibition, % at 5.96 µM. 340,000 compounds, 0.5% hits; in the data active = inhibition above about 36%;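 note: 0% = enzyme with DMSO and 100% = wells lacking enzyme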
Target sequence (Q92743 whole entry, looked up): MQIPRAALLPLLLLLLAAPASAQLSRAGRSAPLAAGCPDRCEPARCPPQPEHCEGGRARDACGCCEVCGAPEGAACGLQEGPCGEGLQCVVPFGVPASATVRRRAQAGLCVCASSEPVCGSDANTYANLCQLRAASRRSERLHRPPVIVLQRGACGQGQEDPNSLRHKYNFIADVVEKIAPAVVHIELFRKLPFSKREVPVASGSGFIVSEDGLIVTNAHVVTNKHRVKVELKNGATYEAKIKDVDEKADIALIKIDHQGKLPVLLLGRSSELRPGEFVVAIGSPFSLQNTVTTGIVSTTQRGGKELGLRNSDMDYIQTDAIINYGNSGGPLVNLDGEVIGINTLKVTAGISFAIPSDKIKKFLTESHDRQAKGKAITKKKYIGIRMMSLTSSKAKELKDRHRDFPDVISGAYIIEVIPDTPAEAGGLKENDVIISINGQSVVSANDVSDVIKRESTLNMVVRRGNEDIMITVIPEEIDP
UHRF1 binding: human UHRF1 methylated DNA binding inhibitors; UHRF1 binding to methylated oligo, TR-FRET; inhibition, % at 4.4 µM; AID 687016; 370,000 compounds, 0.75% hits; in the data active = inhibition above about 21%;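 note: UHRF1 SRA domain binding a hemimethylated CpG hairpin DNA probe; 0% = median of test compound wells and 100% = reference inhibitor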
* marks the source's active call; other numbers are inactive results; . = not tested or not shown.

SMILES	SIAE inh	TCR CD3 inh	PG9 Ab binder	DDE Tn7 FP inh	LEDGF integ inh	PRMT1 FP inh	TDP2 absorb	ABHD4 inh	HTRA1 inh	UHRF1 binding
COc1ccccc1NC(=O)NCC(=O)Nc1ccc(F)c(F)c1	3	4	-1.8	2	-2	-1	4	6	-1	0
Cc1cc(C)cc(NS(=O)(=O)c2ccc(Oc3ncc(C(F)(F)F)cc3Cl)cc2)c1	-91	-1	-0.5	2	4	0	1	-51	-81	1
CCCCn1c(N)c(N(CCOC)C(=O)c2cccc(N3C(=O)c4ccccc4C3=O)c2)c(=O)[nH]c1=O	3	-2	0.9	1	0	3	6	5	0	0
O=C(c1csc2ccccc12)N1CCN(c2ccc(Cl)c(Cl)c2)CC1	2	-4	1.7	-3	-1	7	-10	-5	1	2
COCC(C)n1c(C)cc(C(=O)CSc2nnnn2C2CCCC2)c1C (stereo not given)	-3	-6	0.4	0	1	1	-5	1	-5	-2
O=C1C2CCCN2C(=S)N1c1cc(Cl)ccc1Cl (stereo not given)	-4	11	-0.1	3	-2	4	-6	1	-3	3
Cc1occc1C(=O)N1CCN(c2ccc([N+](=O)[O-])cc2)CC1	0	3	-1.6	8	0	-1	-2	5	4	-3
CCOC(=O)N1CCC(N2CCCC(CO)(Cc3cccc(OC)c3)C2)CC1 (stereo not given)	2	2	-1.7	2	-1	0	-2	-1	-4	0
Cn1nnc(NC(=O)c2ccc3ccccc3c2)n1	-1	1	0.2	-2	-2	-1	0	-3	-3	-3
O=C(COc1ccccc1Cl)NCCCNC(=O)c1cnccn1	-2	9	-0.8	-7	0	-2	12	0	6	-3
O=c1[nH]c(/C=C/c2cccc3ccccc23)nc2ccccc12	-35	6	33*	-7	0	-3	-2	-2	-16	0
CCc1ccc(CN(C)C(=O)c2cc(COc3cccc(C(F)(F)F)c3)on2)nc1	-1	9	1.3	-2	10	2	4	-6	-20	-2
FC(F)(F)c1nnc2c(Sc3ccccn3)nc3ccccc3n12	3	0	0.8	-7	-6	2	11	1	4	2
Cc1cccc(N(CC(=O)N2CCCC2)S(=O)(=O)c2ccccc2)c1C	22*	-12	0.8	7	-1	1	1	1	1	4
Cc1c(Br)c([N+](=O)[O-])nn1C(C)C(=O)N1CCc2ccccc2C1 (stereo not given)	3	-1	-2.7	-4	3	-2	12	0	-4	1
O=C1c2ccccc2C(=O)N1Cc1nc2ccccc2c(=O)n1CCCN1CCOCC1	5	5	-0.8	-5	-2	-4	5	6	-1	-3
Cc1cccc(NC(=S)N/N=C/c2cccc(O)c2)c1C	6	-4	-1.1	-5	8	0	-10	-9	-1	-1
CC(C)(C)NS(=O)(=O)c1ccc(OCC(=O)NCCC2=CCCCC2)cc1	3	-2	-0.5	-6	5	-2	-8	0	-9	1
O=C(COc1cccc(F)c1)Nc1nc(-c2ccncc2)cs1	4	-5	1.3	8	5	1	0	-6	-9	-6
CC(=O)c1ccc(N2CCN(C(=O)CCC(=O)c3cccs3)CC2)cc1	0	-3	-1.7	-4	5	2	2	-2	-11	-1
CC(=Nc1ccccc1)C1=C(O)C(Cc2cccc(F)c2)NC1=O (stereo not given)	3	2	-0.3	3	0	0	1	8	1	-5
Cc1ccc(-n2c(=O)cc(NCc3cccnc3)[nH]c2=O)cc1	-2	-2	-1.4	11	-5	3	-3	2	0	14
CCO[C@H]1OC(C(=O)N2CCN(C)CC2)=C[C@@H](c2csc3ccccc23)[C@@H]1CCCO	6	5	1.8	4	3	-4	-9	7	2	-5
CN(C)C(=O)c1ccc(NC(=O)CSc2nc3ccccc3[nH]2)cc1	0	4	0.4	-4	4	-5	-4	-5	2	-2
COc1ccccc1C/C(N)=N/OC(=O)COc1cccc(C)c1C	-5	3	0.8	-6	5	0	-11	-2	-13	2

Record cards (already shown). Screens in order: SIAE inh | TCR CD3 inh | PG9 Ab binder | DDE Tn7 FP inh | LEDGF integ inh | PRMT1 FP inh | TDP2 absorb | ABHD4 inh | HTRA1 inh | UHRF1 binding
FC(F)(F)c1nnc2c(Sc3ccccn3)nc3ccccc3n12 is listed as 3 | 0 | 0.8 | -7 | -6 | 2 | 11 | 1 | 4 | 2
CN(C)C(=O)c1ccc(NC(=O)CSc2nc3ccccc3[nH]2)cc1 is listed as 0 | 4 | 0.4 | -4 | 4 | -5 | -4 | -5 | 2 | -2

(cont.)
SMILES	SIAE inh	TCR CD3 inh	PG9 Ab binder	DDE Tn7 FP inh	LEDGF integ inh	PRMT1 FP inh	TDP2 absorb	ABHD4 inh	HTRA1 inh	UHRF1 binding
CCOc1ccc(S(=O)(=O)N(CC)CC(=O)NCc2cccnc2)cc1C	0	-1	-0.2	6	3	-2	6	-3	-7	0
COc1ccc(Cl)cc1NC(=O)CSc1nnc(-c2ccco2)o1	3	-3	-1.5	-7	-3	2	6	8	-2	12
COc1cccc(/C=C2\SC(N)=NC2=O)c1OS(=O)(=O)c1ccccc1	-1	-4	-1.3	0	3	1	-2	0	-4	6
CC12CCC(C(=NO)C1=NO)C2(C)C (stereo not given)	-1	0	-1.1	4	-2	1	-5	8	2	2
Clc1ccc(CNc2ccccc2NCc2ccc(Cl)nc2)cn1	2	7	0.3	-10	3	0	-4	-4	4	2
C=CCN1C=C2C(=O)C(C)(OC(=O)C3CCCC3)C(=O)C(c3ccccc3)=C2C=C1CCCC(=O)OC (stereo not given)	5	2	-1.4	0	2	4	19	15	11	3
COCCNS(=O)(=O)c1cc(OC)c(C)cc1C	0	9	-0.5	-4	2	2	-8	-5	2	-2
O=C(NCc1nnc(SCC(=O)N2CCN(c3ccccc3)CC2)o1)c1ccccc1	5	1	-2.2	-3	0	0	-2	7	-1	1
CCC(C)NC(=O)c1ccc(-n2c(=S)[nH]c3ccccc3c2=O)cc1 (stereo not given)	3	6	-0.7	4	-5	0	4	1	1	2
CC(C)C(NC(=O)C1CC(=O)N(Cc2ccccc2)C1)c1nc2ccccc2[nH]1 (stereo not given)	-2	-1	-0.8	-4	1	-3	3	1	-5	-2
COc1cccc(C(=O)OCc2ccccc2C#N)c1O	5	2	-1.9	0	-3	-2	14	-6	-6	0
Nc1cc(C(=O)N2CCCC2)cc(C(=O)N2CCCC2)c1	-1	9	-0.2	8	-2	-2	3	-4	-6	0
O=C(NNC(=O)C1CCN(c2ncccn2)CC1)c1ccccc1	1	0	0.6	2	-1	-4	4	3	4	0
Clc1ccc(CSc2nnc(-c3cccs3)o2)cc1Cl	0	.	.	7	-3	-1	-3	2	.	-1
CC1CCCCN1C(=O)CNCc1ccc(F)cc1 (stereo not given)	3	4	-1.2	-1	0	-4	22	8	-1	0
COc1cccc(-c2cc(NC=O)c3ncc(-c4cc(OC)c(OC)c(OC)c4)n3c2)c1	2	-9	-1.9	7	0	6	11	-4	.	1
CC(C)N1CCC(N2CCN(Cc3ccc4nsnc4c3)CC2CCO)CC1 (stereo not given)	5	-4	0.9	0	0	2	8	1	-8	-2
CC(C)NC(=O)Cn1cc(S(=O)(=O)N2CCCC2)c(S(=O)(=O)N2CCCC2)c1	0	1	1.4	-4	-3	-1	13	9	8	1
CCOC(=O)C1=C(C)N=c2s/c(=C/c3cccc([N+](=O)[O-])c3O)c(=O)n2C1c1cc(OC)c(OC)c(OC)c1 (stereo not given)	3	-3	-0.3	-2	6	44*	-5	21	0	4
CCC(=O)NC(=S)NNC(=O)c1ccc(NC(=O)c2ccccc2)cc1	7	15	-1.9	-3	2	0	-9	-7	-2	6
CC(C)(C)c1ccc(S(=O)(=O)NCC(=O)N2CCN(Cc3ccccc3)CC2)cc1	9	-2	-1.4	-6	-4	0	8	0	-6	-1
CCC1=Nc2cc(C(=O)NCc3ccco3)ccc2Sc2ccc(Cl)cc21	-15	-6	0.2	6	-2	10	2	-2	-65	1
CC1=NN2C(=N)/C(=C\c3ccc(SCc4ccccc4)o3)C(=O)N=C2S1	-1	-9	-4.0	-5	3	5	-8	3	-1	2
O=[N+]([O-])c1ccc(N2CCN(CCOCCO)CC2)c([N+](=O)[O-])c1	1	1	0.2	5	4	-1	3	9	3	-5
Cc1ccc(NC2CCCN(C(=O)CCN3CCOCC3)C2)cc1C (stereo not given)	2	-1	-1.5	3	4	-1	-8	7	0	-2

(more compounds)
SMILES	SIAE inh	TCR CD3 inh	PG9 Ab binder	DDE Tn7 FP inh	LEDGF integ inh	PRMT1 FP inh	TDP2 absorb	ABHD4 inh	HTRA1 inh	UHRF1 binding
COc1cccc(NC(=S)NCc2ccco2)c1	-5	-6	-1.5	-3	6	-1	-18	-5	3	-1
Cc1c(C(=O)Nc2ccc3c(c2)OCCO3)oc2ccc(Br)cc12	-5	-9	0.8	1	-5	2	-1	-17	-58	-2
COc1cc(/C=C2\SC(=O)N(CC(=O)Nc3cccc(C)c3)C2=O)ccc1OC(C)C(=O)O (stereo not given)	-6	-5	-1.4	5	-2	5	-5	6	-10	1
O=C(c1ccc(O)cc1)c1ccc(C(=O)O)c(C(=O)O)c1	5	0	-1.1	0	3	-2	2	0	6	-3
CCN(c1ccc(OCC(=O)OCC(=O)c2c(N)n(C)c(=O)n(C)c2=O)cc1)S(=O)(=O)c1ccccc1	1	8	0.6	2	-3	1	-8	-7	10	3
O=C(c1ccc2c(c1)OCO2)C1CCCN(Cc2cn[nH]c2-c2cccc(F)c2)C1 (stereo not given)	-3	1	-0.6	-7	-1	-1	-8	-4	-8	-2
COC(=O)C1=CN(c2ccc(OC)cc2)C=C(C(=O)OC)C1c1ccc([N+](=O)[O-])cc1	5	-6	-1.6	-1	-2	-1	-2	0	-1	2
CCOc1ccc(C(=O)Nc2cccc(-c3cc4ccccc4oc3=O)c2)cc1[N+](=O)[O-]	-76	7	-1.1	-6	-2	-2	-8	-6	-12	-1
Cc1cc(N2CCCC2)nc(SCC(=O)c2ccccc2)n1	-3	3	-0.3	2	1	-1	-5	6	-6	3
CC1CC(NC(=O)N(C)C)N(C)C(=O)N1 (stereo not given)	1	6	-1.3	3	-3	1	5	3	0	2
CC1=C(C(=O)N2CCOCC2)CC(CC(=O)NC2CCCCC2)C(=O)N1Cc1ccc(F)cc1 (stereo not given)	0	2	-0.1	-4	0	2	-3	1	7	0
CC(=O)N1CCc2cc(S(=O)(=O)N3CCc4ccccc4C3)ccc21	-4	10	-0.6	-1	3	-4	-10	-11	0	-2
CCCS(=O)(=O)N1CCN(C(=O)c2cccs2)CC1	-2	0	0.9	6	-1	1	8	2	3	0
COc1ccc(NC(=O)COC(=O)C2CC2)c(OC)c1	0	1	-1.9	-2	2	-3	3	2	10	-1
CCn1c(C)nc2cc(C(=O)N/N=C/c3cccc(OC)c3O)ccc21	-2	0	-2.6	6	-9	-4	-15	3	24	-5

No enrichment for hits, and some 4.2% of all compounds hit somewhere here.
